# Bioassay records (PubChem)
# ERAP1 HTS inh – human ERAP1 aminopeptidase inhibitors, primary screen, biochemical, single point, plate reader; recombinant ERAP1, Leu-AMC fluorescence, 60 min; inhibition, % at 10.7 µM; 340,000 tested, 0.15% active;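 active = mean replicate inhibition of at least 30%, or all replicates individually reaching that 30% level; inactive = mean below 30% and not every replicate reaching it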;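 note: 0% = neutral control wells and 100% = L-leucinethiol positive control wells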
# Target sequence (Q9NZ08 whole entry, looked up): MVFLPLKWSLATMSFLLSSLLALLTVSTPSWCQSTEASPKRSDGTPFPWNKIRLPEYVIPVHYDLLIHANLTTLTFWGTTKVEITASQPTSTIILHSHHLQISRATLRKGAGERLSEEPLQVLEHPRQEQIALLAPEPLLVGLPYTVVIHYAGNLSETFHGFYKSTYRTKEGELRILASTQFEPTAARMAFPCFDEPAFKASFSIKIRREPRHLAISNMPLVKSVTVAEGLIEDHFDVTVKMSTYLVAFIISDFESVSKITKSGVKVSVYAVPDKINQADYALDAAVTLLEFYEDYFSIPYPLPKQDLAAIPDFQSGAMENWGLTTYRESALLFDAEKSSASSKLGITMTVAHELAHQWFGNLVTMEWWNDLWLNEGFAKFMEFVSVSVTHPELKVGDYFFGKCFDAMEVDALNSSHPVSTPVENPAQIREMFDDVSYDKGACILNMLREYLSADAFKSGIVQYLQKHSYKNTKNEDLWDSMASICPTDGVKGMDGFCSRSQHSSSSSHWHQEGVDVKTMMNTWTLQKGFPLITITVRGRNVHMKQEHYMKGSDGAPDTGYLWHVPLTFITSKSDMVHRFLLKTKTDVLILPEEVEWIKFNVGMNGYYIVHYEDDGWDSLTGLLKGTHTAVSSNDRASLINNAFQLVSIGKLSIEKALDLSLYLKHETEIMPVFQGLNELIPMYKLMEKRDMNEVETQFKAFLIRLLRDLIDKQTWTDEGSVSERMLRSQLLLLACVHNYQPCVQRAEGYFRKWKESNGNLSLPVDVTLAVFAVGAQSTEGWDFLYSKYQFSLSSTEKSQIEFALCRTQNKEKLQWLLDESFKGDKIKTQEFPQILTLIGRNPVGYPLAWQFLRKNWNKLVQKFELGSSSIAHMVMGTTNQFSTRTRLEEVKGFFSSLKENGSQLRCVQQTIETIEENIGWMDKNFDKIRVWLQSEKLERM
# Xi reactivation – activators of inactive X chromosome reactivation, primary screen, imaging, XiGFP fibroblasts, GFP high-content imaging, set 2. XiGFP mouse fibroblasts, % GFP-positive cells imaging, 3 d; cells co-treated with 5-aza-dC sensitizer; scaled so ellipticine positive control = 100%. activation, % at 7.58 µM. 360,000 tested, 0.055% active. AID 743238, 2013;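 active = mean normalized replicate activation at least 10% and every replicate at or above 10%; inconclusive = only one of the two criteria met; inactive = mean below 10% and not all replicates reach 10%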;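 note: 0% = median of on-plate neutral control wells and 100% = ellipticine 6 µM median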
#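 System: SV40-immortalized XiGFP fibroblast cells, line 68-5-11 / Incubation: 3-day compound exposure, then 15 min fixation at room temperature / Compound: single concentration per compound, delivered by pin transfer / Buffer or medium: DMEM plus 5-aza-dC sensitizer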
# LGR2 antag – inhibitors of bursicon-induced LGR2 CRE-luciferase signal, primary screen, cell-based, HEK293, CRE-luciferase reporter, bursicon stimulation | 380,000 tested, 0.35% active | AID 720647, 2013 | bursicon-stimulated, 4 h | inhibition, % at 9.99 µM;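 active = drop in luminescence signal, shown as inhibition above about 50% in the replicate tests, limit read from the data, passing the limit was not always enough; inconclusive = probably only some replicates passing the limit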;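 note: agonist challenge used bursicon conditioned medium at about half maximal strength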
# SIRT5 block – SIRT5 desuccinylase inhibitors, primary screen, biochemical, fluorescence imaging, single point, set 5; Purified SirT5, succinyl-peptide AMC, trypsin-coupled fluorescence; inhibition, % at 15 µM; 330,000 tested, 1.1% active; AID 652115, 2013; in the data active = inhibition above about 15%; inconclusive = no clear call, values can overlap the other calls
# C2C12 statin – suppressors of statin myotoxicity in C2C12 myotubes, primary screen, cell-based, single point, plate reader | C2C12 myotubes + simvastatin, ATP luminescence, 48 h; scaled: DMSO 0, geranylgeraniol control 100 | rescue of ATP level, % at 7.49 µM | 330,000 tested, 0.78% active | AID 602340, 2012;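 active = mean ATP rescue above about 67%, or every replicate alone reaching that limit, limit read from the data, passing the limit was not always enough; inconclusive = no clear call, values can overlap the other calls; inactive = mean under the limit and some replicate under it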;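 note: myotubes were challenged with 10 µM simvastatin during compound exposure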
# S100A4 MyoIIA – inhibitors of S100A4-myosin IIA peptide binding, primary screen, biochemical, fluorescence polarization, TAMRA-MyoIIA peptide; inhibition, % at 10.7 µM; 360,000 tested, 0.14% active; Protein S100-A4 (Homo sapiens), P26447; AID 652163, 2013;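 active = mean inhibition of at least 70% across replicates, with every replicate also reaching that level; inconclusive = mean inhibition reaches 70% but some replicates fall short; inactive = mean inhibition below 70%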
# Target sequence (P26447 whole entry, looked up): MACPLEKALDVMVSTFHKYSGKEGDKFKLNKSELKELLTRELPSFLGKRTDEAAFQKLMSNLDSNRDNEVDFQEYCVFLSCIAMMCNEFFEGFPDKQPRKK
#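 assay system = human S100A4 monomer with TAMRA-labelled myosin IIA peptide | also added = labelled myosin peptide probe, 5 nM | incubation = 5 min between mix addition and reading | control set = DMSO and TFP controls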
# Cneo AK release – Cryptococcus neoformans cell lysis inducers, primary screen, AK release luminescence, single concentration | C. neoformans lysis, adenylate kinase release luminescence, 4 h; normalised: neutral wells 0, clomiphene wells 100 | 360,000 tested, 0.2% active | lysis activity, % at 15 µM;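 active = mean lysis activity across replicates of at least 80%, whatever share of replicates individually reach that level; inactive = mean lysis activity below 80%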
#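 Material – Cryptococcus neoformans yeast cells · Quantity – 5 × 10^6 yeast cells/mL · Buffer or medium – YPD medium · Compound – single dose · Timing – 4 h static compound exposure, 37 °C, read 1 h post-reagent · Signal – adenylate kinase release luminescence · Read-out basis – lysis from increased AK signal · Benchmarks – Clomiphene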
# PGC1a acetyl inh – inhibitors of PGC1a acetylation signal, primary screen, cell-based, U2OS, AlphaScreen, inhibitor mode; AlphaScreen anti-acetyl-lysine; with virally co-expressed GCN5 acetyltransferase; inhibition, % at 15.6 µM; 350,000 tested, 0.17% active;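 active = every replicate shows inhibition of at least 40%; inconclusive = mean inhibition at least 40% but some replicate below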;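 note: 0% = neutral control wells and 100% = positive control wells; some results beyond the cut were filed as inactive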
# * marks the source's active call; other numbers are inactive results; ? = inconclusive; · = no result given. Only part of the results is shown, so the mix of outcomes need not match the whole.
SMILES,ERAP1 HTS inh,Xi reactivation,LGR2 antag,SIRT5 block,C2C12 statin,S100A4 MyoIIA,Cneo AK release,PGC1a acetyl inh
Cc1ccc(NC(=O)CN(C)C(=O)c2ccccc2Cc2ccccc2)cc1,0,0.0,3,0,-22,-3,·,·
CCOC(=O)C1(CC2CCCCO2)CCN(S(=O)(=O)c2ccccc2)CC1 (stereo not drawn),7,-0.5,21,0,·,0,·,-4
CC(Sc1nnc(CC(C)c2ccccc2)n1N)C(N)=O (stereo not drawn),1,0.0,-24,-1,-2,1,-2,0
CCOCCCNC(=O)C1CCN(C(=O)Nc2ccc(C)cc2)CC1,1,·,-7,10,6,4,·,?
CCOc1ccc(C(=O)NCC(=O)Nc2ncccc2C)cc1OCC,-5,0.3,-21,-1,-7,-5,-2,-45
COc1ccc(C2OC(=O)Cc3cc(OC)c(OC)cc32)cc1 (stereo not drawn),-2,0.1,9,0,2,-11,1,3
CCC(=O)N1CC2(C1)CN(Cc1cccc(OC)c1)[C@H](CO)c1[nH]c3cc(OC)ccc3c12,0,0.2,0,1,·,0,·,5
Cn1c(NCc2cccnc2)nc2cc(-c3ccc(F)cc3)sc2c1=O,-2,0.0,-58,-4,2,2,0,-2
CC(C)(C)c1ccc(Oc2ncccc2NC(=O)c2cccs2)cc1,·,0.0,·,2,-3,-2,-2,-24
O=C(CNCc1ccccn1)Nc1ccc([N+](=O)[O-])cc1C(=O)Nc1ccccc1F,-1,0.4,9,-1,-1,-4,3,·
Nc1ccc(C#Cc2ccc3sc4ccccc4c(=O)c3c2)cc1,6,0.0,·,-2,13,0,9,3
O=C(CCNC(=O)c1ccco1)NC(Cc1c[nH]c2ccccc12)C(=O)O (stereo not drawn),2,0.0,5,3,-12,11,1,28
Fc1cccc(/C=N/Nc2ccccn2)c1,2,0.0,-60,-4,·,-5,·,9
O=C(O)CC(NC(=O)C12CC3CC(CC(C3)C1)C2)c1cccc([N+](=O)[O-])c1 (stereo not drawn),-1,0.0,1,-1,3,-1,0,-14
C[C@H]1CN([C@@H](C)CO)C(=O)c2cc(NC(=O)CCCN(C)C)ccc2O[C@H]1CN(C)Cc1ccncc1,1,-0.8,-2,-3,-16,3,18,1
Nc1n[nH]c(N)c1N=Nc1ccccc1,3,-0.1,-38,-2,·,-2,·,·
COc1ccccc1NC(=O)COC(=O)COc1ccccc1F,-3,0.1,·,1,7,-1,-2,-7
O=C(N[C@@H]1CC[C@H](CCn2cc(-c3ccccc3)nn2)O[C@@H]1CO)c1ccccc1F,1,0.3,13,3,-7,9,-8,-3
CCCCNC(=O)C[C@@H]1C[C@@]2(C(=O)OC)CCCCC=C2N(Cc2ccccc2)C1=O,·,0.0,1,0,·,-2,·,·
N#Cc1nc(Cc2cccc3ccccc23)oc1N1CCOCC1,-6,·,1,-1,4,-2,10,-7
COc1ccc(OCc2cccc(C(=O)Nc3ccc(CN4CCCCC4)cc3)c2)cc1,13,0.7,3,-6,·,29,·,·
C/C=C/c1cnc2c(c1)C(=O)N([C@H](C)CO)C[C@@H](C)[C@H](CN(C)CC1CCOCC1)O2,-2,0.0,8,4,10,1,-1,-3
O=C(CSc1nc2nc(-c3cccs3)cc(C(F)(F)F)c2c(=O)[nH]1)Nc1c(F)c(F)c(F)c(F)c1F,2,-0.2,-8,0,-13,2,-2,13
O=C1NC[C@H](c2ccccc2)N(CCc2cc(C(F)(F)F)cc(C(F)(F)F)c2)C1=O,8,0.1,8,5,0,0,1,·
CCOC(=O)C1(CC2CCCCO2)CCN(Cc2ccccc2-c2ccco2)CC1 (stereo not drawn),1,0.0,17,1,-4,-6,-1,4
CC(=O)N(CCN1CCOCC1)Cc1cc2cc3c(cc2nc1Cl)OCO3,0,0.2,-5,9,0,2,2,12
O=C(CSc1nnc(-c2ccccn2)n1Cc1ccccc1)Nc1ccc2c(c1)OCO2,0,·,0,-4,18,-6,0,4
CCOc1ccccc1OCCOc1ccc(F)cc1,·,·,·,·,9,-11,3,-5
COc1ccc(Cl)cc1NC(=O)CN(C)C(=O)Cc1n[nH]c(=O)c2ccccc12,-1,0.0,6,-6,5,-2,-1,17
COCC#Cc1ccc([C@H]2[C@H]3CN(Cc4cncnc4)CCCCN3[C@H]2CO)cc1,-2,0.1,2,2,·,-9,-3,12
C[C@@H]1CN([C@H](C)CO)C(=O)c2cccc(NC(=O)c3nc4ccccc4s3)c2O[C@@H]1CN(C)C(=O)Nc1ccc2c(c1)OCO2,0,0.2,32,0,0,3,3,-4
O=C1O[C@H](c2ccccc2)[C@H](c2ccccc2)N2[C@H]1[C@@H](C(=O)N1CCN(c3ncccn3)CC1)[C@]1(C(=O)Nc3ccc(C#CCCO)cc31)[C@H]2c1ccc(OCCO)cc1,4,·,·,6,·,2,-1,·
CC(C)OC(=O)N(C)C[C@H]1OCc2ccccc2-c2c(n(C)c3ccccc23)C(=O)N([C@H](C)CO)C[C@H]1C,2,-1.1,10,3,4,-4,0,-25
Brc1ccccc1Cn1c(-c2cncs2)nc2ccccc21,2,0.1,-9,0,8,5,4,-7
O=C(NNS(=O)(=O)c1ccccc1)C1CC(c2cccnc2)=NO1 (stereo not drawn),-6,0.0,5,5,·,-4,·,-1
COc1ccc(NS(=O)(=O)c2cc(NC(=O)c3ccc(Cl)cc3)ccc2N2CCOCC2)cc1,-1,0.0,16,3,-61,20,3,4
COc1ccc(NC(=O)NNC(=O)COc2ccc3cc(Br)ccc3c2)cc1,-5,0.2,2,1,1,0,-1,·
CC(C)(C)c1csc(Sc2ncccc2[N+](=O)[O-])n1,1,0.1,·,-4,·,1,-1,6
CCN(C1CCS(=O)(=O)C1)S(=O)(=O)c1cc(C)ccc1C (stereo not drawn),0,0.2,1,-2,1,3,3,·
COC(=O)c1ccccc1NC(=O)CN(c1c(C)cccc1C)S(C)(=O)=O,0,0.1,3,-3,0,-2,4,8
COC(=O)NC(NC(=S)Nc1cccc(C)c1)C(Cl)(Cl)Cl (stereo not drawn),11,0.1,-2,-1,·,-4,·,-9
O=C(COC(=O)c1ccc([N+](=O)[O-])cc1)NCCC1=CCCCC1,1,0.1,-7,-5,1,-2,0,·
CCN(C(=O)COC(=O)c1ccco1)c1c(N)n(Cc2ccccc2)c(=O)[nH]c1=O,17,0.0,8,-3,-6,2,2,·
COc1ccc(C2C(C(=O)c3ccccc3)=C(C)Nc3nc4ccccc4n32)cc1OC (stereo not drawn),-2,0.0,·,-6,4,-8,-2,7
C[C@@H]1CN([C@@H](C)CO)C(=O)c2cc(NC(=O)C3CCCCC3)ccc2O[C@H]1CN(C)C(=O)Nc1ccc(C(F)(F)F)cc1,0,0.2,-2,12,-45,3,8,0

# Looked up above:
# Entry of COc1ccc(C2C(C(=O)c3ccccc3)=C(C)Nc3nc4ccccc4n32)cc1OC (stereo not drawn) under Xi reactivation: 0.0
# Entry of C[C@@H]1CN([C@H](C)CO)C(=O)c2cccc(NC(=O)c3nc4ccccc4s3)c2O[C@@H]1CN(C)C(=O)Nc1ccc2c(c1)OCO2 under S100A4 MyoIIA: 3

# Going on with the list:
SMILES,ERAP1 HTS inh,Xi reactivation,LGR2 antag,SIRT5 block,C2C12 statin,S100A4 MyoIIA,Cneo AK release,PGC1a acetyl inh
COC(=O)[C@@H]1[C@@H](CO)[C@@H]2Cn3c(ccc(C4=CCCCC4)c3=O)[C@@H]2N1Cc1cccnc1,-1,-0.1,-12,-10,·,12,·,1
O=S(=O)(NC1CCCCC1)c1ccc(F)c2ccccc12,·,·,41,·,41,·,5,-52
CN(Cc1nc2c(s1)CCCC2)C(=O)CCc1nnc(-c2ccc3c(c2)OCO3)o1,3,-0.2,10,-2,-1,-2,-3,11
CC(=O)N(C)c1ccc(N=Nc2c(C)[nH]n(C(N)=S)c2=O)cc1,9,0.0,2,4,·,2,·,·
COc1ccccc1-c1cnc2c(c1)C(=O)N([C@H](C)CO)C[C@@H](C)[C@H](CN(C)C(=O)c1ccccc1)O2,0,0.3,-20,-3,-3,-6,-3,0
CCc1[nH]nc2c1C1(CCN(C(=O)c3ccccc3)CC1)C(C#N)=C(N)O2,4,·,-4,3,-5,0,·,·
COc1ccc(S(=O)Cc2ccc(C(=O)N3CCN(C(=O)c4ccco4)CC3)o2)cc1 (stereo not drawn),-4,0.3,-9,-5,39,2,-1,-3
CCCCNC(=S)Nc1ccc2[nH]c(=O)[nH]c2c1,-3,-0.1,2,-3,7,-1,-3,-11
COc1ccc(NC(=O)CCNS(=O)(=O)c2cccc3nsnc23)cc1,-4,0.0,3,11,·,-20,·,6
Cc1ccccc1N1CCN(S(=O)(=O)c2ccccc2)CC1,-1,·,4,-4,4,44,-4,·
Cc1nnc(C)n1/N=C/c1cc2ccccc2nc1Cl,3,0.0,-13,-5,10,6,6,-4
Cc1ccc(C(=O)Nc2cccc(-c3nc4ncccc4o3)c2)cc1,4,0.0,-4,0,·,1,·,·
CSc1ncc(Sc2ccccc2)c(C(=O)O)n1,3,0.0,·,-2,·,0,0,2
Fc1ccc(CNCC2CCCO2)cc1 (stereo not drawn),0,0.1,-4,0,-13,-10,-1,·
O=C(N1CCOCC1)N1CCN(c2ccccn2)CC1,·,·,-1,·,4,·,0,-12
COc1ccc(NS(=O)(=O)c2ccc(-c3coc(C)n3)cc2)cc1,0,0.1,15,-8,0,1,-3,-12
C[C@@H]1CN([C@@H](C)CO)C(=O)CCCn2cc(nn2)CO[C@@H]1CN(C)C(=O)Nc1ccc2c(c1)OCCO2,·,0.4,-9,·,-5,·,·,-6
O=C(CC(O)(c1ccccc1)c1ccccc1)Nc1ccccn1,-2,0.4,-9,-3,·,57,·,2
COc1ccc(/C(N)=N/OC(=O)CCc2ccccc2)cc1,2,0.0,-53,-6,1,2,-1,1
C[C@@H]1CN([C@H](C)CO)C(=O)c2cc(NC(=O)c3ccccc3)ccc2O[C@@H](C)CCCCO[C@@H]1CN(C)S(=O)(=O)c1ccc(F)cc1,1,0.3,1,6,·,-1,-3,0
O=C(Nc1nc(-c2ccc(Cl)cc2Cl)cs1)C1CCCO1 (stereo not drawn),1,0.3,-7,-2,·,-2,1,·
Cn1c(NC(=O)c2ccccc2)c(-c2cccs2)c(=O)c2ccccc21,·,·,-2,·,3,·,1,-6
Cc1cc(C)c2nc(N3CCCC(C(=O)N4CCC(C(N)=O)CC4)C3)sc2c1 (stereo not drawn),-2,·,13,12,14,-7,0,?
